SRC1 inh: inhibits human SRC1 coactivator. 0.12% of 360,000 active. inhibition, % at 3.6 µM. Q15788. HEK293 GAL4-SRC1 luciferase reporter, luminescence. AID 588354;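 active = inhibition above the campaign mean plus 3 SD, with each screening campaign given its own cutoff, cut at about 60% in these data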;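 note: 0% = DMSO treated cells and 100% = gossypol at 36 µM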
CF NFkB block: inhibitors of cystic fibrosis induced NF-kB; inhibition, % at 5 µM; 0.86% of 360,000 active; AID 588850; KKLEB NF-kB-GFP reporter, PAF-induced, GFP fluorescence overnight;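 active = at least 50% inhibition at 5 µM, scaled per plate between neutral and stimulator controls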;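 note: PAF is a Pseudomonas aeruginosa culture filtrate used as stimulus; plate controls were PAF-stimulated DMSO wells for no effect and unstimulated DMSO wells for full effect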
NCOA3 inh: inhibitors of human steroid receptor coactivator 3 (SRC3) | HEK293 GAL4-SRC3 luciferase reporter, luminescence | inhibition, % at 3.6 µM | AID 588352 | 0.17% of 360,000 active;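 active = inhibition above a per-campaign cutoff, the mean of all compounds plus 3 SD, cut at about 60% in these data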;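 note: 0% = DMSO-treated cells and 100% = gossypol-treated cells at 36 µM; higher means less SRC3-driven luciferase light from the GAL4 reporter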
Target sequence (Q9Y6Q9 whole entry, looked up, the tested form may be a part): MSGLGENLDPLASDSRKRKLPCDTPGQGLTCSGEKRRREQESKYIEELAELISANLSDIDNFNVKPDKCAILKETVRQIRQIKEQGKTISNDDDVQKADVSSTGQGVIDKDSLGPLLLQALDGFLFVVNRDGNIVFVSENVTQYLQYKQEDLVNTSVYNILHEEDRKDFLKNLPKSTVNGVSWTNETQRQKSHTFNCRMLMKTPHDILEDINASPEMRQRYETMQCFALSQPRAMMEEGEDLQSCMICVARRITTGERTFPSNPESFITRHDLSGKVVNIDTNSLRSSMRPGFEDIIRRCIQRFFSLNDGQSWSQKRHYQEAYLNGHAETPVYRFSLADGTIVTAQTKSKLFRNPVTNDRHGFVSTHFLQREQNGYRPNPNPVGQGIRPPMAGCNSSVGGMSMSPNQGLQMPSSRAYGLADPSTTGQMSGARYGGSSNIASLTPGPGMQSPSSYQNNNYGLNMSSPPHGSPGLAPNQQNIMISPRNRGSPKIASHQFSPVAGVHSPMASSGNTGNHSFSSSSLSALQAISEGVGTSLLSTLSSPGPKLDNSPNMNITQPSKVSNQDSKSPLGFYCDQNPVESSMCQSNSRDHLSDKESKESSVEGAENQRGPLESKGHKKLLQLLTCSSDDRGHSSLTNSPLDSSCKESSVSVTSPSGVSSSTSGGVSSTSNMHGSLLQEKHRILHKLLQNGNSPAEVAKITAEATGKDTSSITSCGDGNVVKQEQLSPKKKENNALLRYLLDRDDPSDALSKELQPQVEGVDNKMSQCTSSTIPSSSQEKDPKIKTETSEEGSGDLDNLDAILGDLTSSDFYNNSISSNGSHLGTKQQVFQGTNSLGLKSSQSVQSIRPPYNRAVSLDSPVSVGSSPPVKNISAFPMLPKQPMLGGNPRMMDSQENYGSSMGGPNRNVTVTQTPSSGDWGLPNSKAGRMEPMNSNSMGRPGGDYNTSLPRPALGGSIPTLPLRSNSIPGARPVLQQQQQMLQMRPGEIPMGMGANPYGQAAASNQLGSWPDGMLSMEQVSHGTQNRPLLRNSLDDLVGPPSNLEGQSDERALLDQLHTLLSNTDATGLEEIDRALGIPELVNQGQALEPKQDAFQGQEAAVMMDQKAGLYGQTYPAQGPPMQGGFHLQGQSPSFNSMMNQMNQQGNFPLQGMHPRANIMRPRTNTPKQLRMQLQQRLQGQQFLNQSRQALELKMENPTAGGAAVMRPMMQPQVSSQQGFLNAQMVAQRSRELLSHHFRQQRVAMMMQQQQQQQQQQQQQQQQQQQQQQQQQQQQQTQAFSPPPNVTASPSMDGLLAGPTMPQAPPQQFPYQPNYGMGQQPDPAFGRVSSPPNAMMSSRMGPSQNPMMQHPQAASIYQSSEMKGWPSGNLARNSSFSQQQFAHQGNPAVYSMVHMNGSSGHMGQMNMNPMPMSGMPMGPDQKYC
TWEAK Fn14 block: TWEAK-Fn14 signaling inhibition; TWEAK-stimulated Fn14 reporter cells, luciferase luminescence, 8 h; inhibition, % at 10 µM; AID 1159606; 2% of 360,000 active; in the data active = inhibition above about 50%
NR2F2 inh: NR2F2 (human) inhibition, primary screen; P24468; HEK293T NGFI-A luciferase reporter, luminescence; inhibition, % at 8.6 µM; 0.7% of 370,000 active;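 active = inhibition above a per-plate cutoff, mean inhibition of test wells between control levels plus 3 SD, cut at about 38% in these data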;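 note: cells cotransfected with COUP-TFII expression vector driving the NGFI-A reporter; 0% = median of COUP-TF2 test wells and 100% = reporter-only cells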
KKLEB tox: counter-screen for CF NF-kB inhibitors: cytotoxicity. activity change (cytotoxicity), % at 5 µM. 0.36% of 360,000 active. KKLEB CF airway cells viability, ATPlite luminescence, overnight; active compounds read low; cells stimulated with P. aeruginosa culture filtrate;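 active = corrected activity change at or below -50% at 5 µM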
NR5A2 inv ag: suppresses constitutive activity of human LRH-1; O00482; HEK293T StAR-luciferase reporter, LRH-1 transfected, 24 h; inhibition, % at 3.6 µM; 0.13% of 360,000 active; AID 602396;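 active = inhibition above the mean inhibition of all tested compounds plus 3 SD, cut at about 73% in these data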;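 note: 0% = DMSO wells and 100% = reporter-only cells lacking LRH-1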
TRAIL sens C8: sensitizes caspase-8 expressing cells to TRAIL | inhibition (viability loss, TRAIL sensitization), % at 10 µM | AID 624354 | 1% of 360,000 active | NB7+C8 cells + TRAIL, ATPlite viability luminescence;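 active = compounds causing at least 50% loss of cell viability in the single-dose screen, relative to plate controls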
SRC2 inh: inhibits human steroid receptor coactivator 2; Q15596; HEK293 GAL4-SRC2 luciferase reporter, luminescence; inhibition, % at 9 µM; 0.17% of 370,000 active; AID 651957;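 active = inhibition above the mean inhibition of all tested compounds plus 3 SD, set per campaign, cut at about 52% in these data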;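 note: 0% = DMSO treated cells and 100% = cells given Gossypol at 36 µM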
TROY signal inh: TROY signaling inhibition. AID 1347056. inhibition, % at 10 µM. 0.98% of 360,000 active. Q293 LMP1-TROYcd NF-kB luciferase reporter, 4 h;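 active = compounds whose plate-normalised and pattern-corrected inhibition of the luciferase reporter signal at the single screening dose is 50% or more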
LMP1 NFkB inh: inhibitors of Epstein-Barr LMP1-induced NF-kappaB reporter; LMP1-induced NF-kappaB luciferase reporter cells, luminescence; inhibition, % at 12.5 µM; 0.69% of 350,000 active; AID 504558; in the data active = inhibition above about 41%;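 note: 0% = neutral control wells and 100% = reference inhibitor control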
* marks the source's active call; other numbers are inactive results; nt = no result given.

SMILES	SRC1 inh	CF NFkB block	NCOA3 inh	TWEAK Fn14 block	NR2F2 inh	KKLEB tox	NR5A2 inv ag	TRAIL sens C8	SRC2 inh	TROY signal inh	LMP1 NFkB inh
Fc1ccc(CN2CCN(c3ncccn3)CC2)c(F)c1	-3.0	5.2	-7.9	7.4	-6.8	5.5	-19.3	1.4	-8.3	0.2	-1.5
COc1ccccc1C(=O)C(=O)c1ccccc1OC	-3.6	-2.2	-13.1	-4.4	4.5	0.0	8.2	-15.9	-21.0	-8.7	1.3
Cn1ncc(Cl)c1C(=O)Nc1ccc2c(c1)OCO2	-31.4	14.6	-1.2	1.2	4.9	8.3	-17.0	3.7	-29.5	-31.6	-4.4
CC(C)(C)c1ccc(S(=O)(=O)NC(=O)C2(C)CCN2C(=O)C2CC2)cc1 (configuration not stated)	9.3	-39.1	-4.2	12.3	-6.0	15.7	2.1	-7.4	-20.5	1.4	nt
CN(CC(=O)Nc1ccc(Cl)cc1)C(=O)Cn1[nH]c(=O)c2ccccc2c1=O	9.5	-5.4	12.7	-12.9	-1.8	8.9	15.8	11.6	-30.6	-8.6	-1.4
O=C(COc1ccccc1[N+](=O)[O-])N1CCN(C(=O)c2ccco2)CC1	-2.3	0.4	4.8	-0.1	-7.2	5.6	14.2	-19.4	8.1	2.6	-0.9
CCOc1ccc(C(c2c(C)[nH][nH]c2=O)c2c(C)[nH][nH]c2=O)cc1OC	0.3	-15.4	3.9	-8.5	8.7	2.1	-0.7	-6.4	-21.3	-2.5	4.8
Cn1c(SCc2cc(=O)[nH]c3ccccc23)nnc1-c1ccc(Br)cc1	5.9	9.7	-1.6	-2.7	7.7	6.7	7.4	6.3	-14.1	-8.4	-8.5
c1csc(-c2nn3c(C4CCCCC4)nnc3s2)c1	-5.9	9.1	9.5	-5.7	-3.7	-16.9	15.6	6.8	9.8	-8.2	-0.6
Oc1cccc2c(NC(=S)Nc3ccc(OC(F)F)cc3)cccc12	-3.2	-0.5	13.7	90.8*	22.5	14.3	-18.5	13.6	12.4	47.6	-13.0
CCn1cc([N+](=O)[O-])c(C(=O)N2N=C(c3ccc(Cl)c(Cl)c3)CC2c2ccccc2O)n1 (configuration not stated)	-23.1	24.3	-0.4	23.4	-90.0	-11.4	9.7	-4.4	-4.5	42.1	14.7
C/C(=C\C(=O)c1ccc(Br)cc1)N1CCCCC1	-6.3	0.1	7.9	-15.8	1.0	-2.0	1.2	7.9	10.9	-3.5	0.8
CCCCCCCC1(C)NC(=O)N(c2ccccc2)N1 (configuration not stated)	-1.8	-11.8	23.4	7.0	8.0	6.9	12.1	-0.3	-11.4	-5.1	-8.7
O=C(NCc1cccs1)C1CCCN1C(=O)Nc1ccccc1[N+](=O)[O-] (configuration not stated)	5.8	-4.7	-1.7	17.4	2.5	0.5	9.0	-5.7	-6.2	1.7	-1.0
Cc1cc(/C=N/NC(=O)c2nn(C)cc2Cl)c(C)n1-c1cccc(Br)c1	7.7	20.0	4.7	-6.4	-22.5	-6.1	-35.5	5.5	-18.1	6.2	-0.8
CCOc1ncccc1C(=O)Nc1nnc(C2CC2)s1	-3.9	-7.8	0.5	-12.4	-13.1	-6.7	-5.0	-3.0	-3.8	-20.7	3.9
CC(=O)Nc1ccc(S(=O)(=O)N(C)CC(=O)OCCOc2cccc(C)c2)cc1	-7.0	6.3	10.8	9.1	-10.6	1.4	-2.8	-3.7	3.6	4.8	3.0
CC1(C(=O)NS(=O)(=O)Cc2cccc(Cl)c2)CCN1C(=O)c1cccc(F)c1 (configuration not stated)	3.6	13.5	-5.0	2.6	-4.8	0.8	-2.3	-20.0	2.2	-4.9	nt
CC(C)(C)C(=O)NNc1nc(-c2ccccc2)c2cc(Br)ccc2n1	-17.0	-0.5	14.1	16.1	3.0	-6.5	-0.1	14.1	-19.9	5.4	3.4
Cc1cccc(NC(=O)[C@@H]2CCCN2S(=O)(=O)c2ccc(Cl)cc2)c1	2.0	-14.9	-2.7	10.5	1.8	15.5	5.0	-1.7	9.6	2.0	-6.2
Oc1cc(-c2cccnc2)cc2cccnc12	-14.5	-5.8	-8.5	4.9	-3.5	-23.6	14.1	35.4	0.0	-36.8	-4.1
Cn1c(=O)c2cc(NC(=O)Nc3ccccc3)ccc2n1Cc1ccccc1	-10.8	-1.3	-10.8	-43.4	-20.8	-7.8	-24.0	1.2	-24.3	-37.6	nt
COC(=O)Nc1ccc(S(=O)(=O)Nc2ccc(C(=O)O)cc2)cc1	-37.8	-2.8	8.2	3.2	9.0	7.8	-1.6	-1.6	1.2	6.9	-3.4
CCOCc1nc(N)[nH]c(=O)c1Cc1ccc(OC(C)C)cc1	8.8	-10.0	9.0	-9.1	-10.5	-15.0	-5.0	3.7	9.6	8.1	2.3
COCC(=O)N1CCC(Oc2ccc(C(=O)N3CCN(C)C[C@@H]3C(C)C)cc2)CC1	6.9	-9.8	14.8	-8.5	23.3	21.8	2.6	-20.2	-3.8	8.2	-16.5
Cc1ccc(C(=O)CSC2=C(C#N)C(c3ccco3)CC(=O)N2)c(C)c1 (configuration not stated)	-6.0	3.6	0.0	6.7	-12.3	-6.7	-12.3	-5.1	-8.8	-10.3	6.2
Cc1ccccc1CCNC(=O)Cn1nc(C)c2c(C)n(-c3ccccc3)nc2c1=O	-4.8	20.8	-0.5	-1.6	13.9	-15.2	15.9	-8.6	-8.7	8.9	5.6
CC1(C#N)c2ccccc2C(Br)=CN1C(=O)c1ccccc1 (configuration not stated)	13.9	31.3	14.1	-20.9	15.3	-4.7	2.5	6.0	-1.8	0.4	4.4
O=C(C1CCCC1)N1CCCC(Nc2ccc(F)cc2)C1 (configuration not stated)	5.0	-1.8	9.4	-4.1	6.8	2.5	-0.3	3.1	0.5	-7.2	7.3
O=C(OCC(=O)N1CCc2ccccc2C1)c1cc(=O)[nH]c2ccccc12	-29.4	12.2	-11.9	0.9	-14.1	-14.9	-29.4	-7.5	-29.7	-47.6	-5.4
CC(C)(C)c1cc(N)on1	1.5	11.5	16.8	-2.4	12.4	4.3	4.3	-10.9	4.9	-11.2	-3.1
COc1ccc(C(=O)NC2=C(C#N)CCC2)cc1OC	-8.4	20.7	19.9	-8.3	-1.4	-20.0	0.0	6.6	12.7	-2.4	-3.0
COCCOC(=O)c1c(C)oc2ccc(NS(=O)(=O)c3ccc(C)cc3)cc12	-15.7	0.5	21.6	1.7	-12.6	-2.7	1.0	14.1	-14.6	24.2	3.1
COC(=O)C1=C(C)N(C)C(C)=C(C(=O)OC)C1c1ccc(Cl)cc1	6.5	1.0	11.2	3.7	-17.6	-9.2	0.5	-15.0	-14.4	-16.7	-2.0
C[C@@H]1CN([C@H](C)CO)C(=O)Cc2cc(NS(=O)(=O)c3cn(C)cn3)ccc2O[C@H]1CN(C)S(=O)(=O)c1ccc(Cl)cc1	4.6	10.1	-1.8	-8.1	0.3	-8.4	0.7	-1.0	-13.3	1.3	-2.0
Cc1c(C(=O)N2CCN(S(C)(=O)=O)CC2)oc2ccccc12	4.0	19.0	6.8	-15.0	5.9	-3.9	15.9	15.1	7.6	-2.2	5.2
Cc1cc(NC(=O)CSc2n[nH]c(CC(C)C)n2)no1	-1.1	2.1	-1.3	-8.4	6.5	-8.2	2.8	-16.3	-22.2	15.2	7.2
O=C(CCCOc1ccc(Cl)cc1Cl)N1CCc2ccccc2C1	4.8	-7.6	3.7	-22.4	5.9	-5.0	-9.7	3.9	-8.9	17.5	15.9
Cc1csc(=O)n1CCC(=O)OCC(=O)NNC(=O)c1ccc(Cl)cc1	-1.8	-16.4	3.7	-9.2	7.7	2.1	0.8	-2.2	0.7	-11.3	-7.0
CCOc1ccc(NC(=O)C(=O)NCCN2CCN(C(=O)c3ccc(C)cc3)CC2)cc1	-1.6	6.2	16.5	19.5	13.8	-8.1	5.9	18.2	-11.9	12.6	2.2
CCc1nnc(N/N=C/c2cc(Br)c(O)cc2O)n1N	-19.1	-1.6	2.9	-0.7	-5.5	8.7	25.4	-3.7	-3.8	16.2	0.2
Cc1n[nH]c(C)c1CS(=O)(=O)c1ccccc1	-4.3	-13.7	18.4	18.0	16.9	18.6	-0.3	-1.8	17.2	11.0	-0.2
O=C1CCCN1CCC(=O)N1CCCC(CO)(Cc2ccccc2)C1 (configuration not stated)	-34.2	12.6	-45.2	-26.0	-42.3	7.8	-37.0	-8.6	-29.8	-52.9	-19.9
O=C(N/N=C/c1ccc(N2CCOCC2)s1)c1ccc(NS(=O)(=O)c2cccs2)cc1	-14.9	11.8	-11.5	-5.3	-6.8	-1.1	2.0	8.6	-18.6	-8.1	0.2
O=C(/C=C/c1ccc([N+](=O)[O-])cc1)/C=C/c1ccco1	-31.1	-24.0	-50.1	36.6	-3.6	0.0	-19.8	15.1	-2.7	3.0	-51.8

Some of the entries so far, bar-delimited:
Compound | SRC1 inh | CF NFkB block | NCOA3 inh | TWEAK Fn14 block | NR2F2 inh | KKLEB tox | NR5A2 inv ag | TRAIL sens C8 | SRC2 inh | TROY signal inh | LMP1 NFkB inh
COCCOC(=O)c1c(C)oc2ccc(NS(=O)(=O)c3ccc(C)cc3)cc12 | -15.7 | 0.5 | 21.6 | 1.7 | -12.6 | -2.7 | 1.0 | 14.1 | -14.6 | 24.2 | 3.1
CCc1nnc(N/N=C/c2cc(Br)c(O)cc2O)n1N | -19.1 | -1.6 | 2.9 | -0.7 | -5.5 | 8.7 | 25.4 | -3.7 | -3.8 | 16.2 | 0.2
Cc1n[nH]c(C)c1CS(=O)(=O)c1ccccc1 | -4.3 | -13.7 | 18.4 | 18.0 | 16.9 | 18.6 | -0.3 | -1.8 | 17.2 | 11.0 | -0.2
COc1ccc(C(=O)NC2=C(C#N)CCC2)cc1OC | -8.4 | 20.7 | 19.9 | -8.3 | -1.4 | -20.0 | 0.0 | 6.6 | 12.7 | -2.4 | -3.0

(more compounds)
SMILES	SRC1 inh	CF NFkB block	NCOA3 inh	TWEAK Fn14 block	NR2F2 inh	KKLEB tox	NR5A2 inv ag	TRAIL sens C8	SRC2 inh	TROY signal inh	LMP1 NFkB inh
NC(=O)CC(NC(=O)Cc1cccc2ccccc12)c1ccc(N2CCc3ccccc3C2)c([N+](=O)[O-])c1 (configuration not stated)	8.8	-23.0	6.0	4.6	-3.3	-6.0	-25.2	-0.1	12.4	48.0	6.3
Cc1ccc(C)c(Oc2ccc(S(=O)(=O)N3CCN(C)CC3)cn2)c1	2.3	16.0	-13.8	2.4	-4.0	11.6	-6.3	11.2	8.8	-12.8	2.3
COc1ccc(CCNS(=O)(=O)c2cc3c4c(c2)CCN4C(=O)CC3)cc1	6.1	-3.3	5.0	-7.5	14.0	-4.8	-10.6	0.6	5.9	-0.3	3.8
Cc1ccc(COC(=O)CCCN=C2NS(=O)(=O)c3ccccc32)cc1	-32.2	-7.0	6.1	16.0	-6.5	-22.9	23.0	24.9	7.7	19.3	6.3
CC(C)Oc1ccc(NC(=O)CCC(=O)O)cc1	-14.3	5.4	3.7	7.7	6.0	15.2	5.2	-32.4	-53.0	8.0	8.3
CO/N=C/C(NC(=O)c1ccc(C(F)(F)F)cc1)C(=O)OC (configuration not stated)	-58.8	-22.3	15.6	7.8	-14.4	16.2	6.1	-16.9	-12.2	-13.4	2.6
COc1cccc(NC(=O)CN2C(=O)NC(Cc3c[nH]c4ccccc34)C2=O)c1 (configuration not stated)	-0.9	16.5	-4.1	-12.7	13.2	-4.5	6.7	-3.5	10.1	-4.1	28.3
